uPA generation = blocks generation of uPA at the cell surface; Potency, µM (series often up to 38.3 µM), without a hit: at the highest dose activity change, negative = inhibition, usual class: inhibitors; 330,000 tested, 0.31% active; cell surface uPA generation assay, qHTS; active means well fitted inhibition curve with a large enough effect; inconclusive means small, poorly fitted or top-dose-only effect; inactive means no such curve, though single readings can be large or run the other way; tested in mouse RAW 264.7 cells; further: potency means the concentration at half of the fitted maximal effect; on the % scale 0 is the no-effect control and ±100 the full control effect; nearly all actives have a fitted effect of over 55% in size
BCR signal inh = blocks chronic active B-cell receptor signaling. ABC-DLBCL IkBa-CBG/CBR reporter, luminescence ratio, 4 h. Potency, µM (titrated, usually from 46.1 µM), for inactives: top-dose ratio change, negative = lower green/red ratio, most hits filed as inhibitors. 340,000 tested, 0.05% active. AID 493014; active means well fitted inhibition curve with a large enough effect in the signal ratio, with a control signal flat, not every such curve was filed as active; inconclusive means small, poorly fitted or top-dose-only effect, or effect the other way, or a change in a side signal; the % refers to the signal ratio;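 further: potency means the concentration at half of the fitted maximal effect; plate controls were basal doxycycline-induced cells for no effect and cells given 10 µM MG132 for full effect; MG132 reads +100%, hits lower the ratio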
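Doxycycline induced both beetle luciferases in TMD8 lymphoma cells; IKK-driven degradation limits the IkappaBalpha-fused green signal, while red luminescence normalises for cell number and nonspecific effects. Compounds tested up to 46 uM, 4 hrs.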
ELG1 repair inh = ELG1-dependent DNA repair inhibition. HEK293T ELG1-luciferase reporter, luminescence, 16 h; DNA damage induced by 5-fluorouridine. Potency, µM (titrated, usually from 46.1 µM), for inactives: at the highest dose activity change, negative = inhibition, usual class: inhibitors. 330,000 tested, 2.3% active; further: potency means the concentration at half of the fitted maximal effect; on the % scale 0 is the no-effect control and ±100 the full control effect; nearly all actives have a fitted effect of over 55% in size
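In this reporter screen, reduction of luminescence relative to DMSO vehicle indicated activity. Compounds and 5-fluorouridine were added together to 2,000 cells per well, incubated for 16 hr at 37 °C, then developed with ONE-Glo.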
TSG101-PTAP inh = blocks PTAP/TSG101 interaction to inhibit HIV-1 budding. Q99816. Fluorescence polarization, FITC-PTAP peptide / Tsg101 binding. Potency, µM (series often up to 115 µM), for the others: top-dose activity change, negative = inhibition, actives largely listed as inhibitors. 340,000 tested, under 10 active. AID 493005; active means well fitted inhibition curve with a large enough effect in the main read-out, with a control signal flat, not every such curve was filed as active; inconclusive means small, poorly fitted or top-dose-only effect, or effect the other way, or a change in a side signal; inactive means no such curve, though single readings can be large or run the other way; further: potency means the concentration at half of the fitted maximal effect; % of control where 0% means no effect
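Steps: Tsg101 binding domain dispensed (10 uM final), compounds pinned in DMSO, FITC-labeled PTAP-motif peptide added (50 nM final); after 20 min binding at room temperature, polarization measured.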
Tb PFK block = inhibitors of T. brucei phosphofructokinase; Potency, µM (series often up to 57.5 µM), for the others: at the highest dose activity, negative = inhibition, hits mostly inhibitors; 330,000 tested, 0.17% active; T. brucei PFK, ADP-Glo luminescence; AID 485367;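 further: potency means the concentration at half of the fitted maximal effect; 0% = uninhibited 1x PFK enzyme wells and -100% = no-enzyme wells; nearly all actives have a fitted effect of over 60% in size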
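Compounds were pin-transferred as a titration series up to 57 uM into substrate buffer (0.5 mM F6P, 0.1 mM ATP, pH 8.0), then 1.25 nM PFK was added and reactions ran 45 min before ADP-Glo detection.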
TCR activator = activates T cell receptor signaling; primary human leukocytes, anti-CD3, IL-2 HTRF, 48 h; Potency, µM (titrated, usually from 9.22 µM), without a hit: at the highest dose activation of IL-2 secretion, hits mostly activators; 330,000 tested, under 10 active; further: % of control where 0% means no effect
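TCR engagement came from a-CD3 beads alone, with compounds added to primary human leukocytes for 48 hr. Secreted IL-2 bridged europium cryptate- and d2-labelled anti-IL-2 antibodies, giving FRET emission at 665nm after 320nm excitation.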
Eya2 inh = inhibitors of human Eya2 phosphatase activity; O00167; 330,000 tested, 0.006% active; recombinant Eya2, OMFP fluorescence dephosphorylation (OMFP is methylfluorescein phosphate); Potency, µM (doses to about 76.9 µM), for inactives: at the top dose activity, negative = inhibition, most hits filed as inhibitors; AID 488837; further: potency means the concentration at half of the fitted maximal effect; on the % scale 0 is the no-effect control and ±100 the full control effect
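Eya2 protein (added as 0.2 uM solution) was preincubated with compound for 10 min at ambient temperature in 50 mM HEPES pH 7.5, 50 mM NaCl, 5 uM MgCl2, 0.05% BSA, 1 mM DTT. OMFP (added at 50 uM) then reacted 10 min; fluorescence read at 485/525 nm.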
TSHR antag = antagonists of human thyroid stimulating hormone receptor | activity change, negative = inhibition, % at 11.5 µM | TSHR-expressing cells, TSH-stimulated cAMP HTRF, 2 h; active compounds read low | AID 504810 | P16473 | 330,000 tested, 0.2% active;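 active means activity change below a set negative limit, meaning inhibition stronger than a set level, cut at about -70% in these data; inconclusive means activity change between two set negative limits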; further: on the % scale 0 is the no-effect control and ±100 the full control effect
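Antagonism was scored as loss of TSH-driven cAMP in TSHR cells, stimulated with 4nM TSH (EC80) for 2 hours at 37 deg C and detected by homogeneous HTRF competition immunoassay.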
Mito fusion act = mitochondrial division inhibition or fusion activation. S. cerevisiae fusion-defective mutant growth rescue, CellTiterGlo 48 h. Potency, µM (top dose mostly 46.1 µM), inactives show top-dose growth rescue (activation), hits mostly activators. 320,000 tested, 0.23% active;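 further: potency means the concentration at half of the fitted maximal effect; % of control where 0% means no effect; nearly all actives have a fitted effect of over 45% in size; temperature-sensitive fusion mutants such as fzo1-1 at 37 °C on non-fermentable ethanol glycerol medium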
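Read-out: ATP-based luminescence (CellTiterGlo, 10 min ambient) reporting growth of fusion-defective ts yeast after 48 hours at 37C on glycerol/ethanol YPEG medium in the presence of compound.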
B2AR arrestin = recruits beta-arrestin to the human beta2-adrenergic receptor; beta-arrestin recruitment to beta2AR, cell-based reporter; AID 492947; P07550; 330,000 tested, 0.02% active; Potency, µM (top dose mostly 46.1 µM), for the others: at the highest dose activation, most hits filed as activators;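 further: potency means the concentration at half of the fitted maximal effect; 0% = DMSO controls and full agonism = EC100 isoproterenol or metaproterenol; nearly all actives have a fitted effect of over 65% in size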
Target sequence (P07550 whole entry, looked up): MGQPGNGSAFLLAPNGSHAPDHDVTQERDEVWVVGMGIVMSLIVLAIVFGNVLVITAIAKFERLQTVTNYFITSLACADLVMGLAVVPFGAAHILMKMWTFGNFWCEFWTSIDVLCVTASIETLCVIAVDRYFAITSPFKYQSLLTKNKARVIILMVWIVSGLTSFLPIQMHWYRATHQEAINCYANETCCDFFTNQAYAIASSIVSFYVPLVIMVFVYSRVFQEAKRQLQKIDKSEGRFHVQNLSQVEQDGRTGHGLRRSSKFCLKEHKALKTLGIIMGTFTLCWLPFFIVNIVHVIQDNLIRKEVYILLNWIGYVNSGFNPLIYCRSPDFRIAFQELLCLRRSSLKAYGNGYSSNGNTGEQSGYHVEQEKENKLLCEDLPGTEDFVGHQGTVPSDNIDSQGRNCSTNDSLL
USP2a inh = USP2a (human) protease inhibition | O75604 | USP2 core, Ub-CHOP2 coupled fluorogenic reporter, 485/531 | Potency, µM (titrated, usually from 38.3 µM), without a hit: at the top dose activity change, negative = inhibition, actives largely listed as inhibitors | 330,000 tested, 0.01% active | AID 463254;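 further: potency means the concentration at half of the fitted maximal effect; plate controls were DMSO wells for no effect and full inhibition by NEM control for full effect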
Target sequence (O75604 whole entry, looked up): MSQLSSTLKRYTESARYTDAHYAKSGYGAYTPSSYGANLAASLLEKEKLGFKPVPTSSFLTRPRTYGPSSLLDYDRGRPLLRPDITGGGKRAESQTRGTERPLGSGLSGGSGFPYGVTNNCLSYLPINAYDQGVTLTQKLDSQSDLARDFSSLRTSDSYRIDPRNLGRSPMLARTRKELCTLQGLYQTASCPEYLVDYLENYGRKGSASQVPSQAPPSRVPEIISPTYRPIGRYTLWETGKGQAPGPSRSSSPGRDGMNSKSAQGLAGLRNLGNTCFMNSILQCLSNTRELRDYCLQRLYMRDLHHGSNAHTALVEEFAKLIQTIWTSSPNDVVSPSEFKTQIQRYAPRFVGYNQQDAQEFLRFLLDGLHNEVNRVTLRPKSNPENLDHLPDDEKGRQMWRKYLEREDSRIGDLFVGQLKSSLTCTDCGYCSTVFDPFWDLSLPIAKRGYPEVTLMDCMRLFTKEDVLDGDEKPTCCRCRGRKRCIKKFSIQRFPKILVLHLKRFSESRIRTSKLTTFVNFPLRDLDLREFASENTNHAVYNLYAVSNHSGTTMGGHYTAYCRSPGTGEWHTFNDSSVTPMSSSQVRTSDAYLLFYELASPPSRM
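USP2 core (10nM final) preincubated 30min RT with compound in 20mM Tris-HCl pH 8.0, 2mM CaCl2, 2mM beta-mercaptoethanol, 0.05% CHAPS; 25nM Ub-CHOP2 plus 25nM reporter substrate added, fluorescence (Ex485/Em531) read after 60min.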
* marks the source's active call; other numbers are inactive results; ? = inconclusive; . = no result given; [ ] = another dose, or the depositor's remark. Unless noted, the call rests on the fitted dose curve; in most records, active means well fitted curve in the direction sought with a large enough effect; inconclusive means small, poorly fitted or top-dose-only effect, or another doubt; inactive means no such curve, though single readings can be large; an effect the other way counts as inactive or inconclusive.

#1 CC(Sc1nnnn1-c1ccc(O)cc1)C(=O)NNC(=O)c1ccc(F)cc1 (configuration not stated)
#2 COc1ccccc1Cn1c(=S)[nH]c2ccc(Br)cc2c1=O
#3 O=C(CN1C(=O)C2CC=CCC2C1=O)NCC(=O)Nc1ccc(F)c(F)c1F (configuration not stated)
#4 O=C(OCC(=O)c1ccc[nH]1)c1ccc(Cl)nc1
#5 O=C(CSc1nnc(-c2cccnc2)n1-c1ccc(SC(F)F)cc1)N1CCCc2ccccc21
#6 CC(C)P(=O)(Cc1cccc(C#N)c1)C(C)C
Compound | 1 | 2 | 3 | 4 | 5 | 6
uPA generation | 5% | 4% | 2% | 3% | -6% | 4%
BCR signal inh | -3% | ? | 8% | ? | 4% | -1%
ELG1 repair inh | -3% | -2% | 15% | 0% | ? | 1%
TSG101-PTAP inh | 1% | -1% | -4% | 0% | -12% | 0%
Tb PFK block | -4% | 2% | -9% | -11% | -7% | -3%
TCR activator | 1% | -1% | -1% | 4% | -2%[46.1 µM] | -5%
Eya2 inh | 5% | 3% | 0% | 16% | 7% | -1%
TSHR antag | 4 | 2 | 2 | -1 | 5 | 4
Mito fusion act | 0% | -15% | 0% | 2% | 0% | 2%
B2AR arrestin | 0.2% | -0.5% | -0.3% | -0.1% | 0.2% | -0.1%
USP2a inh | 3% | 2% | 1% | 0% | 2% | 0%

#7 COCCNC(=O)c1onc(CSc2nc3ccccc3[nH]2)c1C(=O)NCCOC
#8 CCOc1ccccc1N(CC(=O)N1CCOCC1)S(=O)(=O)c1ccccc1
#9 COc1ccccc1NS(=O)(=O)c1cc(NC(=O)c2sccc2C)ccc1N1CCCC1
#10 O=C(CN1CCN(Cc2ccccc2Cl)CC1)N=Nc1c(O)[nH]c2ccccc12
#11 CCCCCCN(C(=O)CCCCCN1C(=O)NC(c2ccc(Cl)cc2)C(C(=O)OCc2ccccc2)=C1C)C(C(=O)NCCCC)c1ccc(OCC(=O)OC)c(C(=O)OC)c1 (configuration not stated)
#12 CC(C)(C)NC(=O)CC1C[C@H](C(=O)N2CCOCC2)[C@@]2(C)c3[nH]c4ccccc4c3CCN2C1=O (some centres not stated)
Compound | 7 | 8 | 9 | 10 | 11 | 12
uPA generation | -2% | 7% | 0% | 1% | . | 5%
BCR signal inh | -5% | 7% | 2% | ? | -8% | 1%
ELG1 repair inh | -7% | 7% | 9% | 21µM* | 10% | 14%
TSG101-PTAP inh | -1% | -2% | 1% | -1% | . | -4%
Tb PFK block | 1% | 0% | ? | 4% | -1% | -8%
TCR activator | 2% | -29% | -9% | 3%[46.1 µM] | . | -2%
Eya2 inh | -3% | -18% | -9% | 3% | -7% | -21%
TSHR antag | -3 | 5 | -13 | -14 | 7 | -1
Mito fusion act | -2% | 2% | 9% | 0% | -4% | .
B2AR arrestin | -0.2% | -0.4% | -0.4% | -0.1% | -2.5% | -0.5%
USP2a inh | 2% | 2% | 7% | 0% | 1% | -2%

Quoted from the listing:
In Eya2 inh, no. 10 shows 3%
In BCR signal inh, no. 9 shows 2%

Additional entries:
#13 Cc1cc(NC(=O)CN(C)S(=O)(=O)c2ccc(-c3ccc(=O)[nH]n3)s2)ccc1Br
#14 CCO[C@@H]1OC(C(=O)N2CCN(C)CC2)=C[C@H](C2CCCCC2)[C@H]1CCCO
#15 CC(C)C(C)NC(=O)COc1ccc(S(=O)(=O)N2CCOCC2)cc1Cl (configuration not stated)
#16 CCOc1ccc(N2C(=O)Nc3ccccc3C2(O)C(=O)NCc2ccc3c(c2)OCO3)cc1 (configuration not stated)
#17 Cc1ccc2c(c1)C=CC(C#N)N2C(=O)c1ccccc1 (configuration not stated)
#18 Cc1cccc(C(=O)N/N=C/c2ccncc2)c1
Compound | 13 | 14 | 15 | 16 | 17 | 18
uPA generation | 10% | -17% | -11% | 1% | -9% | 1%
BCR signal inh | -3% | 12% | -7% | ? | -15% | ?
ELG1 repair inh | 24% | -10% | 20% | 5% | 1% | ?
TSG101-PTAP inh | -2% | . | -4% | -6% | -1% | -2%
Tb PFK block | 1% | 0% | 0% | -2% | ? | -1%
TCR activator | -10% | 3% | -2% | -5% | 2%[46.1 µM] | -3%
Eya2 inh | -3% | -1% | 0% | 4% | -2% | -9%
TSHR antag | 1 | -7 | 10 | 3 | 10 | 2
Mito fusion act | -6% | -4% | -11% | 2% | -7% | -3%
B2AR arrestin | 0.0% | -0.4% | -0.1% | -0.2% | 0.3% | 0.1%
USP2a inh | 4% | 0% | -3% | 2% | 4% | 4%

#19 O=C(N/N=C\c1cccc(F)c1)c1ccc(Cn2cc(Br)c([N+](=O)[O-])n2)o1
#20 COc1ccc(CC(=O)OCC(=O)Nc2ccc(Cl)c(S(=O)(=O)N(C)C)c2)cc1
#21 O=C(Nc1cc(S(=O)(=O)N2CCOCC2)ccc1O)c1ccc(NS(=O)(=O)c2ccc(Cl)s2)cc1
#22 CCOc1ccccc1CNCc1ccc(F)cc1
#23 CCn1cc2nc(SCC(=O)Nc3ccc(OC)c(OC)c3)n(Cc3ccc(OC)cc3)c(=O)c2n1
#24 CCOC(=O)c1cnn(-c2cc(C)nc3c(-c4ccccc4)cnn23)c1N
Compound | 19 | 20 | 21 | 22 | 23 | 24
uPA generation | 0% | 3% | -2% | 2% | -1% | 1%
BCR signal inh | ? | -9% | 3% | 0% | ? | ?
ELG1 repair inh | ? | -5% | 23% | 13% | -16% | 27%
TSG101-PTAP inh | 0% | 0% | -10% | 0% | -2% | 0%
Tb PFK block | -16% | -4% | 1% | 2% | 0% | 1%
TCR activator | -1% | 1% | 2%[46.1 µM] | -3% | 0% | 12%
Eya2 inh | -15% | -3% | 8% | 4% | -3% | 2%
TSHR antag | -10 | -6 | -30 | -3 | 16 | -35
Mito fusion act | 8% | -1% | 1% | -1% | 3% | -3%
B2AR arrestin | -1.1% | 0.1% | -0.9% | 0.0% | 0.0% | -1.0%
USP2a inh | 4% | 2% | -3% | 3% | 2% | -1%

#25 CC1CN(C(=O)c2ccc(NS(=O)(=O)c3cccc(Cl)c3)cc2)CC(C)O1 (configuration not stated)
#26 NC(=O)CSc1nnc(COc2ccc3ccccc3c2)o1
#27 CC(=O)N(Cc1cccc(Br)c1)c1ccc(N2CCOCC2)c(Cl)c1
#28 COc1ccc(C(=O)CCC(=O)N2CCN(c3ccc(C)cc3)C(C)C2)cc1 (configuration not stated)
#29 CC(=O)c1ccc(OCc2cc(C(=O)N3CCCCC3c3cccnc3)no2)cc1 (configuration not stated)
#30 CCc1nc(SCC(=O)Nc2ccnc3ccccc23)n[nH]1
#31 COc1ccc(-n2c(C)c(C(C)=O)c3cc(OCC(N)=O)ccc32)cc1
#32 CCOc1ccc(OCC)c(NC(=O)CSc2nnc(Cn3cnc4ccccc43)n2C)c1
Compound | 25 | 26 | 27 | 28 | 29 | 30 | 31 | 32
uPA generation | 1% | 3% | -10% | -3% | -4% | -3% | 2% | -7%
BCR signal inh | -5% | -9% | -8% | -1% | 7% | -2% | -6% | -7%
ELG1 repair inh | 0% | 3% | -21% | -1% | ? | -23% | ? | ?
TSG101-PTAP inh | -3% | 84%[activator] | -3% | -1% | 0% | 1% | 1% | -7%
Tb PFK block | 6% | 1% | 0% | 3% | -2% | 17% | -3% | -3%
TCR activator | -3% | -35% | . | 7% | . | 4% | 5% | 8%[46.1 µM]
Eya2 inh | 3% | -7% | -8% | -1% | -3% | -21% | -4% | 6%
TSHR antag | -3 | 13 | 3 | -4 | 0 | -8 | -13 | -10
Mito fusion act | -2% | 5% | 4% | 11% | 2% | 0% | 8% | -4%
B2AR arrestin | 0.5% | 0.4% | -0.4% | 0.2% | 0.2% | -0.3% | -0.5% | -0.2%
USP2a inh | 0% | 2% | 0% | 0% | 2% | 1% | 0% | 1%

Down the list, as entered above:
Eya2 inh for nos. 25 to 32, in order: 3%, -7%, -8%, -1%, -3%, -21%, -4%, 6%
Tb PFK block for nos. 25 to 32, in order: 6%, 1%, 0%, 3%, -2%, 17%, -3%, -3%

Source: PubChem BioAssay (National Center for Advancing Translational Sciences (NCATS))
